PPC-1+TRAIL kill: compounds killing PPC-1 cancer cells with TRAIL present, primary screen, TRAIL potentiator project, ATPLite luminescence, uHTS; PPC-1 cells + TRAIL, ATPLite viability luminescence; cell killing (% activity), % at 4 µM; actives 0.41% (n = 220,000); AID 1443, 2008;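 active = cell killing above 50% in the first pass at 4 µM, then a duplicate retest at 5 µM averaging 50% or more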;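 note: plate controls were cells with TRAIL plus DMSO for no effect and medium-only wells lacking cells for full effect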
Wee1 stabilizer: Wee1 degradation inhibitors, primary screen, cell-based, HeLa, Wee1K328M-luciferase, luminescence. Wee1-like protein kinase (Homo sapiens), P30291. HeLa Luc-Wee1K328M stability; 100% = proteasome inhibitor MG132 effect. reporter increase, % at 5 µM. actives 1.2% (n = 220,000). AID 1321, 2008;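 active = activation above the mean of all tested compounds plus 3 SD, set per screening run, cut at about 8.8% in these data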;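 note: cells exposed to compound for 20 h before luminescence read; 0% = DMSO alone and 100% = MG132 at 30 µM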
Target sequence (P30291 whole entry K328M): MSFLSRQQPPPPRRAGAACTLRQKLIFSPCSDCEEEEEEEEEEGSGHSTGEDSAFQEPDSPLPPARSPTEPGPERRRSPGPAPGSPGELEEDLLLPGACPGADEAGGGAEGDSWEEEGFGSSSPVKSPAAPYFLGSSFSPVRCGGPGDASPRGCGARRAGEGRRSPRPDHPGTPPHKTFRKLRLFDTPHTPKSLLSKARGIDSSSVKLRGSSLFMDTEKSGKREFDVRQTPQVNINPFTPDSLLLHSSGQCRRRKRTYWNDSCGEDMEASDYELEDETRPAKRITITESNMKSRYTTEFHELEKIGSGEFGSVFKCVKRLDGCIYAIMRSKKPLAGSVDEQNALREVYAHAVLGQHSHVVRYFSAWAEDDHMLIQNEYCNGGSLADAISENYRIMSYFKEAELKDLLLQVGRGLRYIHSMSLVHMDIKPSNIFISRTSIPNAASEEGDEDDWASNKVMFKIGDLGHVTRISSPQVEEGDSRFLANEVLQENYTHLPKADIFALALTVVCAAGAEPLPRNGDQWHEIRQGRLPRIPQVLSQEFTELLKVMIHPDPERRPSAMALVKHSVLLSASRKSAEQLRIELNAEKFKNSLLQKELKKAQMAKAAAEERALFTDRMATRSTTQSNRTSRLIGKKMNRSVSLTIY
TNF death inh: inhibitors of TNF-alpha triggered necroptosis, primary screen, cell-based, Jurkat FADD-/-, single concentration. Jurkat FADD-/- TNF necroptosis rescue, ATP luminescence, 24 h; 0 = TNF only, 100 = no-TNF cells. actives 0.068% (n = 220,000). AID 463075, 2010. activation (protection from cell death), % at 10 µM;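 active = activation, meaning protection from cell death, of at least 50% relative to plate controls; inactive = activation below 50%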;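 note: necroptosis triggered by 40 ng/mL TNF-alpha added together with compound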
FXIIa inh 1536: human FXIIa protease inhibitors, primary screen, biochemical, 1536-well | Coagulation factor XII (Homo sapiens), P00748 | inhibition, % at 5 µM | actives 0.3% (n = 220,000) | purified FXIIa, Boc-QGR-AMC fluorogenic substrate, 2 h | AID 800, 2007; in the data active = inhibition above about 40%;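 note: 0% = enzyme with no compound and 100% = blank without enzyme; many of its hits are not listed in these tables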
Tb hexokinase: Trypanosoma brucei hexokinase 1 inhibitors, primary screen, biochemical, G6PDH-coupled NADH absorbance, MLSCN library | actives 0.11% (n = 220,000) | inhibition, % at 10 µM | hexokinase 1 [Trypanosoma brucei] | recombinant TbHK1, G6PDH-coupled NADH A340;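 active = inhibition of 50% or more in the single-dose primary screen; inactive = inhibition below 50%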
PGE2 EP2 inh: human EP2 receptor antagonists, primary screen, TR-FRET cAMP, C6 glioma cells | Prostaglandin E2 receptor EP2 subtype (Homo sapiens), P43116 | C6 glioma cells expressing human EP2; cells stimulated with saturating PGE2 | inhibition, % at 25 µM | actives 0.52% (n = 260,000);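 active = percent inhibition above 40 after rounding to a whole number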;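 note: rat C6 glioma host cells with rolipram phosphodiesterase inhibitor present; the protocol text gives 20 µM as final concentration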
Target sequence (P43116 whole entry, looked up): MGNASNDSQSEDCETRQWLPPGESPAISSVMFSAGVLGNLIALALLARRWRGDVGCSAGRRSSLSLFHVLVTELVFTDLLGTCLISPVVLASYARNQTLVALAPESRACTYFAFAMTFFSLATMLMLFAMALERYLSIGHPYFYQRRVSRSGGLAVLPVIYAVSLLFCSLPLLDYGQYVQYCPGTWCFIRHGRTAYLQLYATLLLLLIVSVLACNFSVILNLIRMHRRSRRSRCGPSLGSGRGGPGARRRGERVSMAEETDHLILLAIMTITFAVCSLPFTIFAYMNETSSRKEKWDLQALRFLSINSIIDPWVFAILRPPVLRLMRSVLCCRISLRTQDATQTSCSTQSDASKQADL
CHOP inh: inhibitors of CHOP promoter induction, primary screen, cell-based, unfolded protein response, luciferase reporter | inhibition, % at 10 µM | actives 3.8% (n = 220,000) | CHO-K1 CHOP-promoter luciferase, tunicamycin-induced, 15-18 h;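 active = compounds that reduced the stress-induced luciferase reporter signal by more than about 70% of percent inhibition, limit read from the data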;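 note: 0% = tunicamycin plus vehicle and 100% = wells without tunicamycin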
FXIa inh: human FXIa protease inhibitors, primary screen, biochemical, 1536-well. purified FXIa, Boc-Glu-Ala-Arg-AMC fluorogenic substrate. inhibition, % at 5 µM. actives 0.14% (n = 220,000);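 active = inhibition of at least 40%; inactive = inhibition below 40%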;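 note: fluorescence of freed AMC excited at 355 nm; 0% = enzyme without compound and 100% = no enzyme blank; many of its hits are not listed in these tables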
zVAD death inh: inhibitors of zVAD-triggered necroptosis, primary screen, L929 cells; L929 zVAD necroptosis rescue, ATP luminescence, 24 h; with zVAD 60 µM; viability rescue, % at 10 µM; actives 0.38% (n = 220,000); AID 1377, 2008;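 active = activation, scaled between plate controls, above about 75%, limit read from the data; inactive = activation under that limit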;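 note: 0% = zVAD with DMSO and 100% = DMSO alone without zVAD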
* marks the source's active call; other numbers are inactive results; . = no result given; & = joins results of further samples; [ ] = another dose, or the depositor's remark.

Second line of a record: CHOP inh	zVAD death inh	PGE2 EP2 inh	Wee1 stabilizer	FXIIa inh 1536	PPC-1+TRAIL kill	TNF death inh	Tb hexokinase	FXIa inh
- O=C(CN1CCC(n2nnc3ccccc32)CC1)Nc1ccc2c(c1)CCC2
  33	1.1	7	1	-3	18	1.5	-3	4
- Cc1cc(Nc2ccccc2)n(C(=O)c2ccccc2)n1
  44	10	.	0	13	7	5.8	-3	6
- O=C1c2ccc([N+](=O)[O-])cc2C(=O)N1CNc1ccccn1
  0	1.9	4	0	4	.	0.2	-1	2
- NS(=O)(=O)c1ccc(Nc2nc(-c3ccc(F)cc3)cs2)cc1
  23	0.7	7	-1	6	-2	-1.3	-5	-1
- CC(C)n1cc(C(=O)c2cc(Br)ccc2O)cc(C#N)c1=O
  16	0.0	6	0	16	-16	0.3	-15	2
- CSc1nnc2c(n1)OC(c1cccn1C)N(C(C)=O)c1ccccc1-2 (stereo unspecified)
  15	1.1	3	2	11	7	-0.5	-12	-6
- NC(=O)c1ccc[n+](CCC[n+]2cccc(C(N)=O)c2)c1
  -2	0.6	9&0	-2	28	6	0.6	7	30
- COc1ccc(-c2nnc(SCc3nnc(-c4ccccc4)o3)n2-c2ccccc2)cc1
  35	0.2	5	1	28	7	-0.8	-2	16
- CN(C)NC(=O)C(NC(=O)c1ccccc1)C12CC3CC(CC(C3)C1)C2 (stereo unspecified)
  1	-0.4	3	-1	3	1	2.4	2	-3
- Cc1ccc(NC(=O)CCC(=O)N/N=C/c2coc3ccccc3c2=O)cc1
  4	0.2	8	-2	12	6	0.5	1	1
- O=C(NC1CCN(Cc2ccccc2)CC1)C1CCCN(c2nnc(-n3cccc3)s2)C1 (stereo unspecified)
  23	-1.4	9	2	2	31	-4.0	0	-8
- COC(=O)C1=C(C)Nc2c(c(=O)n(C)c(=O)n2C)C1c1cccc(O)c1 (stereo unspecified)
  14	0.8	18	-3	4	-5	-10	-26	2
- Cc1sc(NC(=O)C2C3CCC(O3)C2C(=O)O)nc1-c1ccc(CC(C)C)cc1 (stereo unspecified)
  -20	0.0	10	-4	9	30	1.0	-1	5
- O=C(NNC1=C(C(=O)C(F)(F)F)CCC1)c1ccccc1Cl
  1	-0.2	20	3	14	6	1.2	-16	6
- Cc1ccc(C(=O)Nc2ccc(SC(F)F)cc2)s1
  3	61	3	2	8	28	0.7	5	2
- C=CCNc1nc(NCCO)nc(N2CCCC2)n1
  27	1.2	10	1	19	-3	0.7	1	4
- COc1ccc(-n2cnnc2SCC(=O)NC2CCS(=O)(=O)C2)cc1 (stereo unspecified)
  3	-0.2	10	0	12	22	0.0	-7	-3
- Nc1c(C(=O)OCC2CCCO2)c2nc3ccccc3nc2n1-c1ccc2c(c1)OCCO2 (stereo unspecified)
  46	93*	80*	7	9	4	-7.5	-19	7
- O=C(NCC1(c2ccccc2)CCCC1)c1ccco1
  8	4.4	6	-5	5	-12	-0.6	-5	8
- CN1CCN(NC(=S)Nc2ccc(Oc3ccccc3)cc2)CC1
  23	0.1	8	3	9	21	-3.4	-2	-4
- Cc1ccc(C(C(=O)NC(C)(C)C)N(C(=O)c2csnn2)c2ccccc2F)o1 (stereo unspecified)
  7	-0.2	5	2	18	2	-0.9	2	0
- Oc1ccc(-c2nccc(-c3ccc(Cl)cc3Cl)n2)cc1
  80*	-0.2	0	2	7	4	-1.1	-6	0
- COc1ccc(-c2nnc(SCC(=O)N3CCCc4ccccc43)o2)cc1OC
  20	0.6	15&9	-2	-2	7	-0.1	-4	-7
- COc1ccccc1C(=O)NC1CCN(C(=S)NCCc2ccccc2)CC1
  0	18	12	-1	10	0	-0.1	4	1
- COC(=O)c1nc2ccc(N3CCOCC3)cc2c(C)c1C(=O)OC
  14	66	6	2	3	46[5 µM]	-0.1	-8	-3
- NC(=S)N/N=C1\CCSc2ccc(Cl)cc21
  17	0.6	5	-1	8	2	-1.8	-2	4
- COc1ccc(C(=O)C[n+]2ccc(-c3nnc4n3CCCCC4)cc2)cc1
  2	1.4	4	6	4	0	0.4	-9	2
- COC(=O)n1ccc(C(=O)Nc2ccccc2F)n1
  -10	-0.2	7	0	15	-12	-2.2	4	7
- CC(C)(C)NC(=O)CN(C(=O)C1CSC(=O)C1)c1ccccc1F (stereo unspecified)
  -2	1.9	4	-1	-1	2	0.6	-3	-4
- COc1ccc(OC)c(C(O)c2coc3ccc(O)c(CN4CCOCC4)c23)c1 (stereo unspecified)
  -6	1.1	8	-1	3	26	1.4	6	2

(next part)
Second line of a record: CHOP inh	zVAD death inh	PGE2 EP2 inh	Wee1 stabilizer	FXIIa inh 1536	PPC-1+TRAIL kill	TNF death inh	Tb hexokinase	FXIa inh
- COc1ccc(CCNc2oc(-c3ccc(OC)c(OC)c3)nc2P(=O)(OC)OC)cc1OC
  -28	-0.1	3	3	14	1	1.5	-7	9
- COc1ccc(CC(=O)OC(C)CN2CCCC2)cc1 (stereo unspecified)
  10	3.5	10	0	22	13	0.7	56*	0
- Cc1cc(OCCN2CCCC2)ccc1[N+](=O)[O-]
  -23	-0.5	10	-1	4	21	2.5	-11	3
- CCc1nnc(NC(=O)c2cccnc2)s1
  2	-0.3	10	-1	7	17	0.2	-15	-2
- CC/C(C)=N/NS(=O)(=O)c1ccc(C)c([N+](=O)[O-])c1
  -21	0.2	2	3	11	-6	2.9	-6	1
- COc1ccc(C(=O)NCc2cccnc2)cc1S(=O)(=O)N1CCCc2ccccc21
  14	-1.1	6	-3	9	6	0.1	-7	1
- Cc1ccc(/C=N\NC(=O)COc2ccc(C)cc2[N+](=O)[O-])cc1
  -1	-0.6	5	0	8	-4	-0.4	-7	2
- CCOC(=O)N1CCN(C(=O)c2cccn3c(=O)c4cc(Cl)ccc4nc23)CC1
  6	-0.1	7	0	3	12	-2.8	-17	-4
- CCOc1ccc(N2C(=O)CC(NCCNc3ccc([N+](=O)[O-])cn3)C2=O)cc1 (stereo unspecified)
  18	0.1	5	-2	4	-4	-0.6	-21	1
- CCCCCCCCC(=O)N/N=C(\C)c1cccnc1
  -2	-0.2	12	0	5	-9	0.2	-1	0
- COc1ccc(-c2cc(C(=O)OCC(=O)N(C)C)c3ccccc3n2)cc1
  9	0.5	26	-2	4	21	-3.8	-26	-2
- CN(C)CCCN(C(=O)COc1ccccc1)c1nc2ccc(F)cc2s1
  21	2.5	11	4	5	-5	3.1	-3	-6
- N#Cc1c(NC(=O)CSc2nc(N)cc(=O)[nH]2)sc2c1CCCCCC2
  .	-0.1	4	-1	7	5	-1.0	-6	-14
- CCOC(=O)N1CCC(NC(=O)C2=C(C)C(=O)OC23CCC(C)CC3)CC1 (stereo unspecified)
  40	1.8	9	-1	12	.	2.5	-5	1
- OCC1OC(n2cnc3c(NC4CCCCC4)ncnc32)C(O)C1O (stereo unspecified)
  36	0.1	14	2	3	3	-2.6	-5	-1
- Cn1c(CCNC(=O)c2ccco2)nc2cc(NS(=O)(=O)c3ccccc3)ccc21
  -7	0.1	1	1	1	-2	2.0	39	4
- COc1ccc(C2C(C(C)=O)=C(C)N=c3s/c(=C/c4ccc5c(c4)OCO5)c(=O)n32)cc1 (stereo unspecified)
  -45	0.2	.	1	2	20	0.2	-11	0
- CCOC(=O)N1CCN(C(=O)c2ccc3c(=O)n(CCc4ccccc4)c(=O)[nH]c3c2)CC1
  17	0.1	11	-4	26	21	-0.3	-4	2
- Cc1cc(C(=O)OCC(=O)Nc2sc3c(c2C#N)CCC(C)C3)c2ccccc2n1 (stereo unspecified)
  -3	1.4	12	-2	7	46	2.0	5	6
- CC(C)N1CN(c2ccccc2)C(=S)N(c2ccccc2)C1
  -3	-0.3	9	2	5	-5	-2.6	-14	-10
- C=CCn1c(SCc2ccccc2)nc2scc(-c3ccc(C)o3)c2c1=O
  24	-0.3	10	-3	4	15	-0.5	-15	-6
- O=C(NC(=S)Nc1cc(C(F)(F)F)ccc1Cl)c1ccccc1
  89*	-0.4	-1	0	-3	-7	-0.9	-8	2
- COc1ccc(C(=O)/C=C2/c3ccccc3CC(C)(C)N2C)cc1OC
  -9	1.1	10	-3	8	7	1.5	-2	7
- Cc1ccccc1Nc1nc(N)nc(COC(=O)C2CCCCC2)n1
  2	0.7	2	0	-1	-8	-0.2	0	-8
- O=C(O)/C(=N/NC(=O)c1ccc(Cl)cc1)c1ccccc1
  6	-0.1	10	3	3	-3	3.6	-1	3
- CC(C)CC(c1nnnn1Cc1ccco1)N1CCN(c2cccc(Cl)c2)CC1 (stereo unspecified)
  13	-0.2	15	-2	14	11	0.6	0	5
- CCC(=O)n1nc(NCc2ccc(OC)c(OC)c2)nc1NCc1ccc(OC)c(OC)c1
  -2	-0.2	13	-2	18	-34	-3.0	-9	4
- Cc1nc(SCc2nc3ccccc3[nH]2)c2oc3ccccc3c2n1
  37	0.7	30	-1	3	15	-4.6	-1	-4

Part of the list above, with bars between the fields.
SMILES | CHOP inh | zVAD death inh | PGE2 EP2 inh | Wee1 stabilizer | FXIIa inh 1536 | PPC-1+TRAIL kill | TNF death inh | Tb hexokinase | FXIa inh
Cc1cc(C(=O)OCC(=O)Nc2sc3c(c2C#N)CCC(C)C3)c2ccccc2n1 (stereo unspecified) | -3 | 1.4 | 12 | -2 | 7 | 46 | 2.0 | 5 | 6
CC(C)N1CN(c2ccccc2)C(=S)N(c2ccccc2)C1 | -3 | -0.3 | 9 | 2 | 5 | -5 | -2.6 | -14 | -10

An excerpt from above in order of formula weight, falling.
Second line of a record: CHOP inh	zVAD death inh	PGE2 EP2 inh	Wee1 stabilizer	FXIIa inh 1536	PPC-1+TRAIL kill	TNF death inh	Tb hexokinase	FXIa inh
- CCC(=O)n1nc(NCc2ccc(OC)c(OC)c2)nc1NCc1ccc(OC)c(OC)c1
  -2	-0.2	13	-2	18	-34	-3.0	-9	4
- COc1ccc(C2C(C(C)=O)=C(C)N=c3s/c(=C/c4ccc5c(c4)OCO5)c(=O)n32)cc1 (stereo unspecified)
  -45	0.2	.	1	2	20	0.2	-11	0
- C=CCn1c(SCc2ccccc2)nc2scc(-c3ccc(C)o3)c2c1=O
  24	-0.3	10	-3	4	15	-0.5	-15	-6
- COc1ccc(-c2cc(C(=O)OCC(=O)N(C)C)c3ccccc3n2)cc1
  9	0.5	26	-2	4	21	-3.8	-26	-2

One compound at a time, from the list above.
Listed for COc1ccc(-c2cc(C(=O)OCC(=O)N(C)C)c3ccccc3n2)cc1 → CHOP inh: 9; zVAD death inh: 0.5; PGE2 EP2 inh: 26; Wee1 stabilizer: -2; FXIIa inh 1536: 4; PPC-1+TRAIL kill: 21; TNF death inh: -3.8; Tb hexokinase: -26; FXIa inh: -2
Listed for COc1ccc(C(=O)NCc2cccnc2)cc1S(=O)(=O)N1CCCc2ccccc21 → CHOP inh: 14; zVAD death inh: -1.1; PGE2 EP2 inh: 6; Wee1 stabilizer: -3; FXIIa inh 1536: 9; PPC-1+TRAIL kill: 6; TNF death inh: 0.1; Tb hexokinase: -7; FXIa inh: 1

Screening data from PubChem.

An excerpt, so the mix of outcomes need not match the whole.
